ALDH1A1 block: inhibitors of human aldehyde dehydrogenase 1A1; 220,000 tested, 7.3% active; P00352; Potency, µM (doses to about 75.3 µM), inactives show at the top dose activity, negative = inhibition, actives largely listed as inhibitors; Purified ALDH1A1, NADH fluorescence, propionaldehyde substrate; AID 1030; active = well fitted inhibition curve with a large enough effect, not every such curve was filed as active; inconclusive = small, poorly fitted or top-dose-only effect, or another doubt; inactive = no such curve, though single readings can be large or run the other way;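 also: plate controls were no enzyme wells and a reference inhibitor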
SMN2 splice enh: SMN2 splice variant enhancement; 210,000 tested, 2.8% active; Potency, µM (top dose mostly 46.1 µM), for the others: at the highest dose activity change, positive = activation, actives largely listed as activators; AID 1458; HEK293 SMN2-luciferase splicing reporter, luminescence, 30-36 h; also: % of control where 0% means no effect; nearly all actives have a fitted effect of over 55% in size
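qHTS luciferase splicing reporter: luminescence rises when SMN2 exon 7 is included in transfected HEK293 cells. Compound exposure lasted 30-36 h at 37C, with 4.5 mM final sodium butyrate as control, followed by a ONE-Glo read.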
RECQ1 helicase: blocks DNA unwinding by human RECQ1; RECQ1 DNA unwinding, red fluorescence kinetic read; Potency, µM (doses to about 57.3 µM), inactives show top-dose activity, negative = inhibition, hits mostly inhibitors; 240,000 tested, 0.54% active; AID 2549;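 also: plate controls were vehicle for no effect and no enzyme for full effect; nearly all actives have a fitted effect of over 30% in size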
Target sequence (P46063 whole entry, looked up): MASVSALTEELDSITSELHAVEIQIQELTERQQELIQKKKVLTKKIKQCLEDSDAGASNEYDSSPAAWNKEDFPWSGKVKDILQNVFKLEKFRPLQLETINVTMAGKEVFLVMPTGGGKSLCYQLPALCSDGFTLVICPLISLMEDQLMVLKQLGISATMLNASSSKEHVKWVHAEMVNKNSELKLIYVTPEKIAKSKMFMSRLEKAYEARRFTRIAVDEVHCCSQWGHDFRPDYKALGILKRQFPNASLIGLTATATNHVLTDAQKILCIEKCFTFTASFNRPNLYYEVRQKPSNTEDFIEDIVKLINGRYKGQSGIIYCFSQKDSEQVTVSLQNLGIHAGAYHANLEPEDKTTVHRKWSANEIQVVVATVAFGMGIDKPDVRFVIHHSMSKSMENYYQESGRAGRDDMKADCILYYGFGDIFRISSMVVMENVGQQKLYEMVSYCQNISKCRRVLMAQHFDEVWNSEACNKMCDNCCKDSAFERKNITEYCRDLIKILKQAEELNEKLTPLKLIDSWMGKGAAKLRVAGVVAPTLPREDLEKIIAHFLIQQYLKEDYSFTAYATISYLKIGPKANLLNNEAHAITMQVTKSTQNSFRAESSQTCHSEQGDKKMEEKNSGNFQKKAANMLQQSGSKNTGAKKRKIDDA
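RECQ1T1 50 nM; forked duplex (20 bp + 30-nt ss tails) 200 nM, ATP 2 mM final; pH 8.0, 2 mM MgCl2, 2.5 ug/ml poly(dI-dC); 15 min compound preincubation; discontinuous kinetic read over 2 h at RT.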
Lamin A splicing: changes lamin A minigene splicing in HeLa cells | Potency, µM (titrated, usually from 46.1 µM), without a hit: at the top dose ratio change, negative = inhibition, actives largely listed as inhibitors | HeLa LMNA splicing GFP/RFP minigene ratio, 48 h | 200,000 tested, 0.01% active; active = well fitted inhibition curve with a large enough effect in the signal ratio, with a control signal flat, not every such curve was filed as active; inconclusive = small, poorly fitted or top-dose-only effect, or effect the other way, or a change in a side signal; the % refers to the signal ratio; also: % is scaled to controls: 0 for no effect and ±100 for the full control effect
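Read-out is the ratio of GFP to DsRed2 object intensity, acquired by 488 nm laser-scanning cytometry on HeLa lamin A-EGFP minigene reporter cells. Compound incubation 48 hrs at 37 °C in Opti-MEM with 2% FBS; DMSO 0.5% final.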
KDM4E inh: JMJD2E (human) inhibition; JMJD2E catalytic domain, FDH-coupled NADH fluorescence (FDH is formaldehyde dehydrogenase); AID 2147; 230,000 tested, 1.6% active; Potency, µM (highest dose often 57.1 µM), without a hit: at the top dose activity change, negative = inhibition, hits mostly inhibitors; active = well fitted inhibition curve with a large enough effect, not every such curve was filed as active; inconclusive = small, poorly fitted or top-dose-only effect, or another doubt; inactive = no such curve, though single readings can be large or run the other way;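 also: 0% = wells with enzyme and -100% = buffer wells without enzyme; nearly all actives have a fitted effect of over 50% in size; many of its hits are not listed in these tables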
Target sequence (B2RXH2 1-337 limits assumed): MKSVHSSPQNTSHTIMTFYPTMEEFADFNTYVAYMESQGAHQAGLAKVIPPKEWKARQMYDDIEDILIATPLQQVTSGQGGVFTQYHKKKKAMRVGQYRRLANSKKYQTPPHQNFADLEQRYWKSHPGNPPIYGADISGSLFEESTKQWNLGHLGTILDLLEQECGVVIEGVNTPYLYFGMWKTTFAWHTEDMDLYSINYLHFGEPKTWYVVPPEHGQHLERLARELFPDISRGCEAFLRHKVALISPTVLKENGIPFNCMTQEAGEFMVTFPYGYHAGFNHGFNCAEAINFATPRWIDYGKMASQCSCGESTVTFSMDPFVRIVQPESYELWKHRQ
TRb SRC2 PPI: disrupts binding of human TR beta to SRC2; Potency, µM (top dose mostly 106 µM), for the others: top-dose activity change, negative = inhibition, most hits filed as inhibitors; 280,000 tested, 0.065% active; P10828; AID 1469; TRbeta-SRC2 peptide binding, fluorescence polarization; receptor liganded with 1 µM T3;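 also: plate controls were bound peptide for no effect and peptide without receptor for full effect; nearly all actives have a fitted effect of over 50% in size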
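Compounds were added to 0.6 uM TRb ligand-binding domain and 20 nM Texas Red-labeled SRC2 peptide in Tris buffer containing 1 uM T3, incubated 5 hr at ambient temperature, then read by fluorescence polarization.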
RGS12 GoLoco inh: RGS12 GoLoco-Gai1 interaction inhibition; Gai1:RGS12 GoLoco peptide FP, rhodamine, 10 min; Potency, µM (highest dose often 61.6 µM), for inactives: top-dose activity, negative = inhibition, actives largely listed as inhibitors; 230,000 tested, 0.44% active; AID 880; active = well fitted inhibition curve with a large enough effect, not every such curve was filed as active; inactive = no such curve, though single readings can be large or run the other way; also: % is scaled to controls: 0 for no effect and ±100 for the full control effect; nearly all actives have a fitted effect of over 30% in size; many of its hits are not listed in these tables
TR SRC2 fluor cs: counter-screen for TRb-SRC2 inhibitors: fluorescence interference; TRb/SRC2 Texas Red total fluorescence interference; Potency, µM (titrated, usually from 106 µM), inactives show at the top dose fluorescence change, negative = quenching; 280,000 tested, 0.29% active; active = well fitted curve in either direction with a large enough effect; inconclusive = small, poorly fitted or top-dose-only effect; also: % is scaled to controls: 0 for no effect and ±100 for the full control effect
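Flags fluorescent or light-absorbing compounds by total fluorescence, S + 2P, at 555 nm excitation and 632 nm emission. Mixture: 20 nM Texas Red SRC2 peptide, 0.6 uM human TRb LBD, 1 uM T3, 5% DMSO; compound exposure 5 h at ambient temperature.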
Starred values were filed as active, the others as inactive; i = inactive; ? = inconclusive; . = no result given; [ ] = another dose, or the depositor's remark. Unless noted, calls follow the shape of the dose curve; as a rule, active = well fitted curve in the direction sought with a large enough effect; inconclusive = small, poorly fitted or top-dose-only effect, or another doubt; inactive = no such curve, though single readings can be large; an effect the other way counts as inactive or inconclusive. Potency is read from the fitted curve at half-maximal effect. This is a subset; the hit share may differ from the screen's.

SMILES	ALDH1A1 block	SMN2 splice enh	RECQ1 helicase	Lamin A splicing	KDM4E inh	TRb SRC2 PPI	RGS12 GoLoco inh	TR SRC2 fluor cs
COc1cccc(N2C(=O)C3ON(c4ccccc4)C(c4cccs4)C3C2=O)c1 (stereo not drawn)	?	-5%	-6%	-1%	-6%	-5%	7%	4%
Cc1cc(-c2onc(C)c2C(=O)N/N=C/c2ccccc2)no1	11%	.	-3%	.	7%	-4%	-2%	-1%
CC(C)N1CCc2c(sc(N)c2C#N)C1	?	?	19%	7%	?	-13%	102%[activator]	3%
Cc1ccc(/C=C2\CCCC3=C2NC(=S)NC3c2ccc(C)cc2)cc1 (stereo not drawn)	?	-15%	-12%	?	?	-6%	4%	3%
CC(C)(C)c1ccc(CNc2ccc([N+](=O)[O-])cn2)cc1	-6%	?	-9%	?	4%	-4%	6%	-5%
COC(=O)c1ccccc1NC(=O)C1CCN(C(=O)c2cc(OC)cc(OC)c2)CC1	-6%	-21%	-2%	-12%	-18%	-24%	-2%	-3%
CCOC(=O)c1[nH]c2ccc(Cl)cc2c1NC(=O)/C=C/c1ccc2c(c1)OCO2	15%	-24%	-3%	-9%	?	4%	-3%	-6%
COc1ccc2c(c1)CC(C1(O)C(=O)N(C)c3ccccc31)C2=O (stereo not drawn)	?	25%	-2%	-4%	-6%	2%	10%	2%
CN(Cc1cccs1)C(=O)COC(=O)CNC(N)=O	4%	11%	3%	.	5%	-1%	1%	0%
Cc1nn(-c2ccccc2)c(Cl)c1/C=N/NC(N)=O	.	.	i	.	6%	2%	1%	-2%
CCNC(=S)NNC(=O)c1cccc(Br)c1	8%	5%	9%	?	6%	-3%	6%	-4%
COc1ccc(S(=O)(=O)N(C)C2CCN(C)CC2)cc1	?	6%	i	-1%	-1%	-5%	10%	1%

(list continues)
SMILES	ALDH1A1 block	SMN2 splice enh	RECQ1 helicase	Lamin A splicing	KDM4E inh	TRb SRC2 PPI	RGS12 GoLoco inh	TR SRC2 fluor cs
CC(C)c1cc(C(=O)Nc2cccnc2)no1	?	35µM*	1%	7%	2%	6%	0%	1%
CC(C)Oc1cccc(C(=O)Nc2ccccc2N2CCOCC2)c1	?	-4%	i	-3%	2%	2%	13%	0%
COc1ccc(-n2nnnc2SCC(=O)c2ccc(OC)c(OC)c2)cc1	?	-53%[inhibitor]	-4%	?	-2%	4%	9%	-6%
Cc1ccc(N=c2sc(C)c(C)n2C)cc1	?	?	i	?	-2%	-5%	2%	-2%
CC1=CC2(O)OCCN(CCO)C2=CC1=O (stereo not drawn)	-3%	2%	25µM*	?	25µM*	-16%	-15%	-25%
Cc1ccc(C(=O)N[C@@H](C)CN2C3=NC[C@H](C(C)C)N3C[C@H]2Cc2ccc(O)cc2)cc1Br	?	.	0%	.	-4%	3%	-9%	0%
CC(=O)OC[C@@H]1O[C@@H](O/N=C2/C[C@@H](O)[C@@H](O)[C@@H]3[C@@H]4C(=O)N(c5cccc(Oc6ccccc6)c5)C(=O)[C@H]4CC[C@@H]23)[C@H](OC(C)=O)[C@H](OC(C)=O)[C@@H]1OC(C)=O	-5%[13.5 µM]	.	1%[11.5 µM]	.	.	-6%[11.2 µM]	.	-4%[11.2 µM]
Cc1cc2cc3c(=O)[nH]c(=O)[nH]c3nc2cc1C	19%	-15%[9.22 µM]	1%	14%[46 µM]	?	-7%	-2%[14.2 µM]	-2%
CCN1C(=O)C(C(=O)c2ccccc2)SC1=S (stereo not drawn)	7.5µM*	-35%[inhibitor]	-15%	-19%[46 µM]	-11%	6%	86%[activator]	1%
Cc1cc(C)cc(NS(=O)(=O)c2ccc(F)cc2)c1	.	.	-1%	.	-6%	2%	2%	0%
CCCCC(=O)N1CC2(C)CN(C(=O)CCCC)CC(C)(C1)C2=O	15%	7%	i	10%	4%	2%	3%	-4%
CCOc1ccc(C(C)=O)cc1N1C(=O)C2C(C1=O)C1C=CC2C12CC2 (stereo not drawn)	-14%	0%	-14%	14%	0%	-4%	-12%	-2%

Following part
SMILES	ALDH1A1 block	SMN2 splice enh	RECQ1 helicase	Lamin A splicing	KDM4E inh	TRb SRC2 PPI	RGS12 GoLoco inh	TR SRC2 fluor cs
CCN(CC)c1ccc(/C=C/C(=O)C2C(=O)C=C(C)OC2=O)cc1 (stereo not drawn)	18µM*	?	16µM*	.	?	?	i	32µM*[fluorescent]
COc1ccc(CCNC(=O)Cc2ccc(OC)c(OC)c2)cc1OC	1%	.	-2%	.	8%	-7%	3%	-1%
O=C1c2ccccc2C(=O)N1CCCCN(C(=O)c1cc([N+](=O)[O-])cc([N+](=O)[O-])c1)c1ccc(Cl)cc1	1.4µM*	-20%	-4%	-17%	6%	0%	-3%	-2%
COc1ccc(OC)c(C(=O)CSc2nc3ncccc3[nH]2)c1	?	-22%	i	?	-12%	-27%	10%	0%
COc1ccc(NC(=O)Nc2ccc3nsnc3c2)cc1	8%	?	-34%	-5%	3%	-1%	-1%	0%
C=CCc1cccc2cc(C(=O)NCc3cccnc3)c(=O)oc12	?	-10%	-1%	13%	?	-8%	2%	-4%
CC(=O)Nc1ccc(NC(=O)C2CCCN(c3ncccn3)C2)cc1 (stereo not drawn)	-7%	15%	0%	0%	9%	10%	6%	-1%
Cc1ccc(S(=O)(=O)NCCN2CCOCC2)c(C)c1C	-1%	9%	4%	7%[46 µM]	3%	-3%	10%	-5%
O=c1c2c(nc3cc(-c4cccc(Cl)c4)[nH]n13)CCCC2	?	.	-7%	?	?	-1%	1%	-3%
O=C(NC1CS(=O)(=O)CC1NCc1ccco1)c1ccccc1 (stereo not drawn)	8%	-4%	-9%	1%	0%	-4%	-1%	-6%
Cc1ccc(C)c(NC(=S)NC(C)C(c2cccs2)N2CCOCC2)c1 (stereo not drawn)	-11%	?	12%	?	5%	7%	-3%	-3%
COc1cccc(-n2nc(C(N)=O)c(O)cc2=O)c1	-1%	?	-1%	.	-17%	-10%	-4%	1%

Next section
SMILES	ALDH1A1 block	SMN2 splice enh	RECQ1 helicase	Lamin A splicing	KDM4E inh	TRb SRC2 PPI	RGS12 GoLoco inh	TR SRC2 fluor cs
O=C(Nc1nccs1)c1ccc(S(=O)(=O)c2ccccc2)cc1	16%	-12%	-2%	2%	-9%	0%	1%	-3%
CC1CCN(c2nc(-c3ccccc3)c(C#N)c(=O)[nH]2)CC1	?	?	0%	2%	3%	-2%	0%	-1%
COc1ccc(-c2nc(NC(=O)Cn3cnnn3)sc2C)cc1	1%	0%	-13%	-21%[46 µM]	3%	2%	4%	0%
COc1cc(/C=C2/N=C(c3ccccc3F)OC2=O)cc(Cl)c1OS(C)(=O)=O	9%	19%	-6%	6%[0.0737 µM]	-1%	1%	60%[activator]	-2%
Cc1ccc(C)n1-c1nccc(-c2cccs2)n1	?	-22%	-4%	12%	?	5%	0%	-2%
O=C(Cn1cnc2c(cnn2-c2ccccc2)c1=O)N1CCOCC1	1%	-14%	-13%	?	-19%	-11%	0%	-3%
O=C(COc1ccc2oc(-c3ccccc3)cc(=O)c2c1)Nc1ccccc1	7%	0%	-1%	-9%	10%	-1%	5%	-3%
CCOC(=O)c1c(NC(=O)CSc2nnc(C)c(=O)[nH]2)sc(C)c1C	2%	-1%	1%	.	-1%	6%	-20%	0%
COC(=O)c1cc(O)c(OCc2ccccc2)c(O)c1	-6%	-17%	-4%	?	-4%	-4%	-7%	-2%
Cc1ccc2cc(CN(CC3CCCO3)S(=O)(=O)c3cccc4nsnc34)c(=O)[nH]c2c1 (stereo not drawn)	?	-9%	i	0%	0%	-12%	-6%	-4%
O=C(COC(=O)CN1C(=O)C2CC=CCC2C1=O)Nc1cc(C(F)(F)F)ccc1N1CCOCC1 (stereo not drawn)	-1%	-13%	-9%	-7%	8%	-8%	2%	-3%
COc1ccc(-n2ccnc2SCC(=O)Nc2ccccc2)cc1	-12%	-23%	-2%	8%	-1%	-8%	-3%	0%
COc1ccc(N=c2ssnc2Cl)cc1	1.8µM*	-5%	i	-7%	20µM*	2%	-5%	3%

Complete entries, looked up by structure. Order of values: ALDH1A1 block, SMN2 splice enh, RECQ1 helicase, Lamin A splicing, KDM4E inh, TRb SRC2 PPI, RGS12 GoLoco inh, TR SRC2 fluor cs
`CCOC(=O)c1[nH]c2ccc(Cl)cc2c1NC(=O)/C=C/c1ccc2c(c1)OCO2` as listed: 15%, -24%, -3%, -9%, ?, 4%, -3%, -6%
`COc1ccc(OC)c(C(=O)CSc2nc3ncccc3[nH]2)c1` as listed: ?, -22%, i, ?, -12%, -27%, 10%, 0%
`CC(C)Oc1cccc(C(=O)Nc2ccccc2N2CCOCC2)c1` as listed: ?, -4%, i, -3%, 2%, 2%, 13%, 0%
`O=C(Nc1nccs1)c1ccc(S(=O)(=O)c2ccccc2)cc1` as listed: 16%, -12%, -2%, 2%, -9%, 0%, 1%, -3%

Looked up one by one from above, three records:
SMILES	ALDH1A1 block	SMN2 splice enh	RECQ1 helicase	Lamin A splicing	KDM4E inh	TRb SRC2 PPI	RGS12 GoLoco inh	TR SRC2 fluor cs
Cc1ccc2cc(CN(CC3CCCO3)S(=O)(=O)c3cccc4nsnc34)c(=O)[nH]c2c1 (stereo not drawn)	?	-9%	i	0%	0%	-12%	-6%	-4%
O=C(Cn1cnc2c(cnn2-c2ccccc2)c1=O)N1CCOCC1	1%	-14%	-13%	?	-19%	-11%	0%	-3%
O=C(Nc1nccs1)c1ccc(S(=O)(=O)c2ccccc2)cc1	16%	-12%	-2%	2%	-9%	0%	1%	-3%

Source: PubChem BioAssay (National Center for Advancing Translational Sciences (NCATS))
